Screening results (PubChem)
ELG1 repair inh: ELG1-dependent DNA repair inhibition; HEK293T ELG1-luciferase reporter, luminescence, 16 h; DNA damage induced by 5-fluorouridine; Potency, µM (series often up to 46.1 µM), for the others: at the top dose activity change, negative = inhibition, actives largely listed as inhibitors; AID 504467; hit rate 2.3% among 330,000; note: potency is the fitted concentration of half-maximal effect; % is set by controls: 0 for no effect and ±100 for the full control effect; nearly all actives have a fitted effect of over 55% in size
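Step one: seed 2,000 cells per well. Step two: pin-transfer compound or DMSO alongside 5-fluorouridine. Step three: incubate 16 hr, 37 °C, 5% CO2. Step four: add ONE-Glo, wait 30 min, read luminescence.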
Rab9 promoter act: activates the Rab9 promoter; Huh7 Rab9 promoter-luciferase reporter, luminescence, 24 h; Potency, µM (top dose mostly 9.22 µM), without a hit: at the top dose activation, negative = inhibition, usual class: activators; hit rate 2.8% among 320,000; AID 485297; note: potency is the fitted concentration of half-maximal effect; % of control where 0% means no effect; nearly all actives have a fitted effect of over 60% in size
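Rab9 promoter-driven luciferase in stably transfected Huh7 cells; 1500 cells/well rested 2 h, exposed to compound in DMSO for 24 h at 37 °C, 5% CO2. Luminescence read 10 min after adding luciferase reagent at ambient temperature.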
MBNL1-CUG inh: MBNL1-poly(CUG) RNA binding inhibition | Q9NR56 | TR-FRET MBNL1-His/biotin-(CUG)12 binding, 665/545 ratio | Potency, µM (highest dose often 57.5 µM), inactives show at the top dose activity change, negative = inhibition, most hits filed as inhibitors | hit rate 0.036% among 280,000; active = well fitted inhibition curve with a large enough effect in the signal ratio, with a control signal flat, not every such curve was filed as active; inconclusive = small, poorly fitted or top-dose-only effect, or effect the other way, or a change in a side signal; inactive = no such curve, though single readings can be large or run the other way; the % refers to the signal ratio; note: potency is the fitted concentration of half-maximal effect; % is set by controls: 0 for no effect and ±100 for the full control effect
Target sequence (Q9NR56 whole entry, looked up): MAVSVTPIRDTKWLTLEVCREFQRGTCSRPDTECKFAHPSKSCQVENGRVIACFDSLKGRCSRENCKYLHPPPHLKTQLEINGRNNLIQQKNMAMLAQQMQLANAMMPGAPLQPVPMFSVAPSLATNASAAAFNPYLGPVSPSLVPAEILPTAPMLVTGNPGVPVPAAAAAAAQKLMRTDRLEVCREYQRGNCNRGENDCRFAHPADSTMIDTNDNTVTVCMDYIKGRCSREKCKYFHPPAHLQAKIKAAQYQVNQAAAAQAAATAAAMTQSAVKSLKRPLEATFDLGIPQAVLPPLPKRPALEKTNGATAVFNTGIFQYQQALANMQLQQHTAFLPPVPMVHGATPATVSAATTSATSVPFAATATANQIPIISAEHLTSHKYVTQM
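TR-FRET readout: Ex 340 nm, 665/545 nm emission ratio, normalized to buffer-only (basal) and MBNL1-(CUG)12 controls. Complex of MBNL1-His with Biotin-(CUG)12, compounds 92 nM–58 uM, incubated 60 min at room temperature.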
FLuc modulator: counter-screen for miR-21 project: firefly luciferase inhibitors or activators; P08659; AID 588342; Potency, µM (highest dose often 57.5 µM), for inactives: at the highest dose activity change, negative = inhibition, most hits filed as inhibitors; purified FLuc, Km substrates, luminescence inhibition; hit rate 6.9% among 360,000;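 note: potency is the fitted concentration of half-maximal effect; plate controls were vehicle for no effect and reference inhibitor for full effect; nearly all actives have a fitted effect of over 55% in size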
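Biochemical qHTS of compounds, final roughly 60 µM downward over six points, against 10 nM purified firefly luciferase using Km concentrations of substrates (10 uM D-luciferin, 10 uM ATP) in Tris acetate pH 7.5 buffer; luminescence output.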
KCNH2 3.1 block: blocks the human KCNH2 3.1 channel isoform; U2OS KCNH2 3.1, thallium flux FluxOr; stronger effect = lower value; activity change, % (tested at about 1.8 µM); hit rate 0.95% among 340,000; AID 720553;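 active = maximum activity change below -70%; inconclusive = maximum activity change from -70% to -50%; inactive = maximum activity change above -50%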;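 note: thallium influx rate constant from kinetic fluorescence after stimulation buffer; % is set by controls: 0 for no effect and ±100 for the full control effect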
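FluxOr-based Tl+ influx in U2OS cells transduced with KCNH2 3.1 virus; rate constants normalized to DMSO controls.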
RORgamma inh: blocks mouse ROR gamma transcriptional activity. P51450. Drosophila S2 Gal4-RORgamma UAS-luciferase reporter, 20 h. Potency, µM (titrated, usually from 53.6 µM), inactives show top-dose activity change, negative = inhibition, usual class: inhibitors. hit rate 5.4% among 310,000. AID 2551; note: potency is the fitted concentration of half-maximal effect; % is set by controls: 0 for no effect and ±100 for the full control effect; nearly all actives have a fitted effect of over 60% in size
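In this cell-based reporter format, copper sulfate (700 uM final) drives Gal4–ROR gamma fusion expression from a metallothionein promoter in Drosophila Schneider cells; compounds preincubated 1 hr, reporter read after 20 hr at ambient temperature.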
Menin-MLL TR inh: inhibitors of human menin-MLL interaction, mutant MLL peptide | O00255 | Potency, µM (titrated, usually from 61.6 µM), without a hit: at the highest dose FP activity change, negative = inhibition, usual class: inhibitors | Menin + Texas Red MLL mutant peptide, fluorescence polarization | hit rate 0.23% among 270,000; active = well fitted inhibition curve with a large enough effect in the polarisation, with a control signal flat, not every such curve was filed as active; inconclusive = small, poorly fitted or top-dose-only effect, or effect the other way, or a change in a side signal; inactive = no such curve, though single readings can be large or run the other way; the % refers to the polarisation; note: potency is the fitted concentration of half-maximal effect; % of control where 0% means no effect; many of its hits are not listed in these tables
VP16 counter: Gal4-VP16 reporter inhibition counter-screen; Drosophila S2 Gal4-VP16 UAS-luciferase, luminescence, 20 h; Potency, µM (series often up to 53.6 µM), without a hit: at the top dose activity, negative = inhibition, actives largely listed as inhibitors; hit rate 3.5% among 310,000; AID 2546;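 note: Gal4-VP16 expression switched on by copper sulfate through the metallothionein promoter; potency is the fitted concentration of half-maximal effect; % is set by controls: 0 for no effect and ±100 for the full control effect; nearly all actives have a fitted effect of over 50% in size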
PKM2 activator: increases activity of human pyruvate kinase M2; P14618; purified PKM2, Kinase-Glo ATP luminescence, activation; response scale: 0% is enzyme alone, no compound; Potency, µM (doses to about 57.5 µM), inactives show at the top dose activation, actives largely listed as activators; hit rate 0.34% among 260,000; AID 1631; note: potency is the fitted concentration of half-maximal effect; % is set by controls: 0 for no effect and ±100 for the full control effect; nearly all actives have a fitted effect of over 55% in size
Target sequence (P14618 whole entry, looked up): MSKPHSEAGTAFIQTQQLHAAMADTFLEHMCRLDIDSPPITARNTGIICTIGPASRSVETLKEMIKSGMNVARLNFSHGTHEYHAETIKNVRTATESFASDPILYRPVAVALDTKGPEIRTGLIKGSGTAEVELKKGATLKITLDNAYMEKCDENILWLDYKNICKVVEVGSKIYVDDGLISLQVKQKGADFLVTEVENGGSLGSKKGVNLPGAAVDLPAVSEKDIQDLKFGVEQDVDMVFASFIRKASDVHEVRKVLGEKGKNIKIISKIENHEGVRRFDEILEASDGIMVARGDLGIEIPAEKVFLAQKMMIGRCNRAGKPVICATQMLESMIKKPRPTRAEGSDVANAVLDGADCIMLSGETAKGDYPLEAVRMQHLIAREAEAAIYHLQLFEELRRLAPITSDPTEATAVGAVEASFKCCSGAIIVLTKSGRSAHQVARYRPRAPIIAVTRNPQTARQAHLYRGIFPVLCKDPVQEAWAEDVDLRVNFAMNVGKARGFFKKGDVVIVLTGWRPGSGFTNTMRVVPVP
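Purified hPK-M2 (>95%) run at intermediate activity with 0.1 mM ADP and 0.5 mM PEP in 50 mM imidazole pH 7.2, KCl, MgCl2; 1 h room temperature. ATP formed read by Kinase-Glo luminescence; normalized to uninhibited and no-enzyme controls.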
NPC1 prom act: NPC1 promoter activation. Huh7 NPC1 promoter luciferase reporter, 24 h. hit rate 2.4% among 320,000. Potency, µM (titrated, usually from 9.22 µM), for the others: at the highest dose activation, usual class: activators;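 note: potency is the fitted concentration of half-maximal effect; % of control where 0% means no effect; nearly all actives have a fitted effect of over 60% in size; reporter is driven by a mutant NPC1 promoter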
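In 1536-well qHTS, Huh7 cells harboring an NPC1 promoter–luciferase construct received compound for 24 h; activation was quantified by luminescence following luciferase reagent addition.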
Mito fusion yeast: inhibitors of mitochondrial division or activators of mitochondrial fusion; S. cerevisiae fusion-defective mutant growth rescue, CellTiterGlo 48 h; Potency, µM (titrated, usually from 46.1 µM), for inactives: at the top dose growth rescue (activation), most hits filed as activators; hit rate 0.23% among 320,000; AID 485298;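 note: potency is the fitted concentration of half-maximal effect; % of control where 0% means no effect; nearly all actives have a fitted effect of over 45% in size; temperature-sensitive fusion mutants such as fzo1-1 at 37 °C on non-fermentable ethanol glycerol medium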
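Growth-rescue viability read-out: after 48 h at the non-permissive 37C in glycerol/ethanol YPEG, yeast mitochondrial fusion mutants are measured by CellTiterGlo luminescence; compounds (23 nl pinned per well) restoring growth score as division inhibitors or fusion activators.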
Numbers without * were called inactive; [ ] = remark or other dose. Unless noted, calls come from the whole dose curve; as a rule, active = well fitted curve in the direction sought with a large enough effect; inconclusive = small, poorly fitted or top-dose-only effect, or another doubt; inactive = no such curve, though single readings can be large; an effect the other way counts as inactive or inconclusive.

What do the screens show for `Nc1ccc(-n2ccnc2)cc1`?
ELG1 repair inh: -4%; Rab9 promoter act: -10%; MBNL1-CUG inh: 5%; FLuc modulator: -2%; KCNH2 3.1 block: -1; RORgamma inh: -10%; Menin-MLL TR inh: 13%; VP16 counter: -4%; PKM2 activator: -4%; NPC1 prom act: 5%; Mito fusion yeast: -5%

How did O=C(c1ccco1)N1CCN(C2CC(=O)N(c3ccc4c(c3)OCO4)C2=O)CC1 (stereo unspecified) do in these assays?
ELG1 repair inh: 9%; Rab9 promoter act: -1%; MBNL1-CUG inh: 5%; FLuc modulator: 2%; KCNH2 3.1 block: 2; RORgamma inh: 14%; Menin-MLL TR inh: 17%; VP16 counter: 1%; PKM2 activator: 3%; NPC1 prom act: -5%; Mito fusion yeast: -8%

What do the screens show for `CCOc1ccc(-c2c(C(=O)N/N=C(\C)c3ccco3)nnn2-c2nonc2N)cc1`?
ELG1 repair inh: inconclusive; Rab9 promoter act: -3%; MBNL1-CUG inh: -1%; FLuc modulator: 4%; KCNH2 3.1 block: 8; RORgamma inh: 1%; Menin-MLL TR inh: 1%; VP16 counter: -12%; PKM2 activator: 0%; NPC1 prom act: 2%; Mito fusion yeast: 5%

How did Cc1ccc(C(=O)N/C(=C/c2ccc(-c3cccc([N+](=O)[O-])c3)o2)C(=O)NCCCN(C)C)cc1 do in these assays?
ELG1 repair inh: 4%; Rab9 promoter act: -6%; MBNL1-CUG inh: inconclusive; FLuc modulator: -3%; KCNH2 3.1 block: -32; RORgamma inh: -39%; Menin-MLL TR inh: 2%; VP16 counter: -11%; PKM2 activator: 5%; NPC1 prom act: -1%; Mito fusion yeast: 0%

What do the screens show for `O=C(CSc1nc(O)cc(=O)n1C1CCCC1)Nc1cccc(Cl)c1Cl`?
ELG1 repair inh: 4%; Rab9 promoter act: -1%; MBNL1-CUG inh: -10%; FLuc modulator: inconclusive; KCNH2 3.1 block: -24; RORgamma inh: 30%; Menin-MLL TR inh: inconclusive; VP16 counter: 0%; PKM2 activator: -3%; NPC1 prom act: 0%; Mito fusion yeast: 3%

How did CCn1nc(C)c(CNC(=O)c2cc(COc3ccc(F)cc3Cl)on2)c1C do in these assays?
ELG1 repair inh: inconclusive; Rab9 promoter act: -33%[inhibitor]; MBNL1-CUG inh: 0%; FLuc modulator: inconclusive; KCNH2 3.1 block: -4; RORgamma inh: 18%; VP16 counter: inconclusive; PKM2 activator: -4%; NPC1 prom act: -21%; Mito fusion yeast: 4%

Results for Cn1cnc(S(=O)(=O)Nc2cc(C(F)(F)F)ccc2N2CCOCC2)c1 ?
ELG1 repair inh: -5%; Rab9 promoter act: 0%; MBNL1-CUG inh: 2%; FLuc modulator: 0%; KCNH2 3.1 block: 8; RORgamma inh: 1%; VP16 counter: 2%; PKM2 activator: -7%; NPC1 prom act: -1%; Mito fusion yeast: -1%

Results for CCn1cc([N+](=O)[O-])c(C(=O)N2CCCC2)n1 ?
ELG1 repair inh: 5%; Rab9 promoter act: 2%; MBNL1-CUG inh: 0%; FLuc modulator: 5%; KCNH2 3.1 block: 1; RORgamma inh: 3%; Menin-MLL TR inh: -2%; VP16 counter: -5%; PKM2 activator: 0%; NPC1 prom act: 0%; Mito fusion yeast: -2%

How did CCCC(C(=O)OCC)P(=O)(c1ccccc1)c1ccccc1 (stereo unspecified) do in these assays?
ELG1 repair inh: 3%; Rab9 promoter act: -8%; MBNL1-CUG inh: 2%; FLuc modulator: 3%; KCNH2 3.1 block: 7; RORgamma inh: 5%; Menin-MLL TR inh: 4%; VP16 counter: 3%; PKM2 activator: -5%; NPC1 prom act: -2%; Mito fusion yeast: 2%

Results for COc1ccc(Nc2nc(N)nc(CN(C)C3CCCCC3)n2)cc1 ?
ELG1 repair inh: inconclusive; Rab9 promoter act: -10%; MBNL1-CUG inh: 3%; FLuc modulator: -1%; KCNH2 3.1 block: -18; RORgamma inh: -22%; Menin-MLL TR inh: 12%; VP16 counter: 4%; PKM2 activator: 8%; NPC1 prom act: 2%; Mito fusion yeast: -2%

Results for CN1CCN(NS(=O)(=O)c2cccs2)CC1 ?
ELG1 repair inh: -2%; Rab9 promoter act: 1%; FLuc modulator: 5%; KCNH2 3.1 block: 12; RORgamma inh: -8%; Menin-MLL TR inh: -8%; VP16 counter: -1%; PKM2 activator: 5%; NPC1 prom act: 2%; Mito fusion yeast: -1%

How did COC(=O)c1c(C)[nH]c(C(=O)/C=C/c2ccccc2F)c1C do in these assays?
ELG1 repair inh: inconclusive; Rab9 promoter act: 1µM*; MBNL1-CUG inh: -7%; FLuc modulator: 0.3µM*; KCNH2 3.1 block: -1; RORgamma inh: inconclusive; VP16 counter: inconclusive; PKM2 activator: 3%; NPC1 prom act: 1.3µM*; Mito fusion yeast: -5%

How did COc1ccccc1NCCC(=O)OCC(=O)Nc1ccc(Cl)cn1 do in these assays?
ELG1 repair inh: 9%; Rab9 promoter act: -1%; MBNL1-CUG inh: 6%; FLuc modulator: 1%; KCNH2 3.1 block: -13; RORgamma inh: -19%; Menin-MLL TR inh: 7%; VP16 counter: 4%; PKM2 activator: 1%; NPC1 prom act: -3%; Mito fusion yeast: -4%

Results for O=[N+]([O-])c1ccc(-c2cnc3ccccc3n2)cc1 ?
ELG1 repair inh: inconclusive; Rab9 promoter act: inconclusive; MBNL1-CUG inh: inconclusive; FLuc modulator: inconclusive; KCNH2 3.1 block: -8; RORgamma inh: 26%; Menin-MLL TR inh: 25%; VP16 counter: 19%; PKM2 activator: -2%; NPC1 prom act: 3.2µM*; Mito fusion yeast: 1%

Results for C/C(CC(=O)Nc1ccccc1)=N\NC(=O)COc1ccc(C)cc1Br ?
ELG1 repair inh: 1%; Rab9 promoter act: 12%; FLuc modulator: inconclusive; KCNH2 3.1 block: -9; RORgamma inh: inconclusive; Menin-MLL TR inh: -4%; VP16 counter: 20%; PKM2 activator: 2%; NPC1 prom act: 1%; Mito fusion yeast: -4%

What do the screens show for `CNC(=O)N(O)C1N(NC(=O)Nc2cccc3ccccc23)C(=S)SC1(C)C` (stereo unspecified)?
ELG1 repair inh: 10%; Rab9 promoter act: -1%; MBNL1-CUG inh: 17%; FLuc modulator: -1%; KCNH2 3.1 block: -24; RORgamma inh: 23%; Menin-MLL TR inh: -1%; VP16 counter: -9%; PKM2 activator: 7%; NPC1 prom act: -4%; Mito fusion yeast: -1%

What do the screens show for `N#Cc1ccc(Oc2ccc(S(=O)(=O)N3CCOCC3)cn2)cc1`?
ELG1 repair inh: 19%; Rab9 promoter act: 3%; FLuc modulator: 10%; KCNH2 3.1 block: -6; NPC1 prom act: 0%; Mito fusion yeast: 10%

Results for CCc1ccc(NC(=O)Nc2cc(C(=O)O)ccc2N2CC3CC(C2)c2cccc(=O)n2C3)cc1 (stereo unspecified) ?
ELG1 repair inh: 3%; Rab9 promoter act: 10%; MBNL1-CUG inh: -2%; FLuc modulator: 4%; KCNH2 3.1 block: 0; RORgamma inh: -3%; Menin-MLL TR inh: 0%; VP16 counter: -12%; NPC1 prom act: -1%; Mito fusion yeast: -1%

How did CCOc1ccc(C2C(C#N)=C(N)Oc3cc(C)oc(=O)c32)cc1 (stereo unspecified) do in these assays?
ELG1 repair inh: 14%; Rab9 promoter act: -5%; MBNL1-CUG inh: -4%; FLuc modulator: -1%; KCNH2 3.1 block: 3; RORgamma inh: -6%; Menin-MLL TR inh: -6%; VP16 counter: 1%; PKM2 activator: -1%; NPC1 prom act: -3%; Mito fusion yeast: 5%

Results for Cc1nc(N(C)C)ncc1C(=O)O ?
ELG1 repair inh: 1%; Rab9 promoter act: 0%; MBNL1-CUG inh: inconclusive; FLuc modulator: 1%; KCNH2 3.1 block: 3; RORgamma inh: -4%; Menin-MLL TR inh: -8%; VP16 counter: -18%; PKM2 activator: -15%; NPC1 prom act: -2%; Mito fusion yeast: 7%

What do the screens show for `O=c1[nH]c(-c2ccncc2)nc2ccccc12`?
ELG1 repair inh: 13%; Rab9 promoter act: -1%; MBNL1-CUG inh: -4%; FLuc modulator: inconclusive; KCNH2 3.1 block: 3; RORgamma inh: 5%; Menin-MLL TR inh: 2%; VP16 counter: -3%; PKM2 activator: -7%; NPC1 prom act: 1%; Mito fusion yeast: 1%

These rows are one share of the data, so the mix of outcomes need not match the whole.
